Screens: PubChem BioAssay, several laboratories
PrPC surface inh – cell surface PrPC inhibition, primary TR-FRET screen; P04156; TR-FRET read-out; inhibition, % at 13.8 µM; 370,000 tested, 0.43% active; AID 720596; in the data active means inhibition above about 24%; further: 0% = median of the test wells and 100% = reference compound wells
TcdB inh – inhibitors of Clostridioides difficile toxin B glycohydrolase; P18177; TcdB glycohydrolase enzymatic assay, plate reader; inhibition, % at 9.99 µM; 350,000 tested, 0.24% active; in the data active means inhibition above about 10%
Rv3671c inh – inhibits the M. tuberculosis serine protease Rv3671c | P9WHR9 | inhibition, % at 5.96 µM | 320,000 tested, 0.048% active; in the data active means inhibition above about 38%;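 further: extracellular domain of Rv3671c used as enzyme; 0% = enzyme with DMSO and 100% = no enzyme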
Target sequence (P9WHR9 whole entry, looked up, the tested form may be a part): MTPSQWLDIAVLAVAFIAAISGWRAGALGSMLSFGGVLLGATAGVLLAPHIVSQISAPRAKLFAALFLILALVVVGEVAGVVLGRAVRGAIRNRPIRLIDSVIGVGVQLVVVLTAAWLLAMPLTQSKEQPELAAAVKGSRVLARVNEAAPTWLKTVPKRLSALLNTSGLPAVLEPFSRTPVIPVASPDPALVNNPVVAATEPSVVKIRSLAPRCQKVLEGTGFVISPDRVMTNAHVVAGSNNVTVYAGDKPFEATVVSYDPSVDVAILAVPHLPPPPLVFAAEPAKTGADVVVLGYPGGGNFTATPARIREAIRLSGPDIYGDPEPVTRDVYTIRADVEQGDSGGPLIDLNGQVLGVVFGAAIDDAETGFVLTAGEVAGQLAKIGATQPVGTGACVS
SSB-PriA inh – K. pneumoniae PriA-SSBct interaction inhibition | AlphaScreen SSBct-PriA binding, biotinylated peptide | inhibition, % at 33 µM | 430,000 tested, 0.6% active; in the data active means inhibition mostly above about 37%, no sharp cut-off; inactive means mostly below about 20%;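 further: plate controls were negative control peptide for no effect and reference peptide for full effect; strong numbers were not always called active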
DUSP3 inh – blocks human VHR1 dual specificity phosphatase | recombinant VHR phosphatase, pNPP absorbance | inhibition, % at 13.3 µM | 290,000 tested, 0.52% active; in the data active means inhibition above about 50%; further: some compounds called inactive have numbers as strong as hits
Target sequence (P51452 whole entry, looked up): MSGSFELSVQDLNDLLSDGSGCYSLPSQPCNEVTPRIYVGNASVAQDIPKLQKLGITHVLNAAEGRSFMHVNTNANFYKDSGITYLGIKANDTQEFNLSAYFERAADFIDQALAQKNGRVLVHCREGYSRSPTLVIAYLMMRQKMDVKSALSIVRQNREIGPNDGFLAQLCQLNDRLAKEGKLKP
CCHF vOTU inh – blocks the CCHF virus ovarian tumor domain protease; CCHFV vOTU protease, Pep-AMC fluorescence; inhibition, % at 11.5 µM; 370,000 tested, 0.55% active; in the data active means inhibition above about 30%; further: 0% = vehicle wells with enzyme and 100% = no enzyme wells
MazEF act – MazEF (E. coli) toxin RNase activation; P0AE70; FAM/BHQ RNA-DNA oligo cleavage fluorescence, 5 h; activation, % at 20 µM; 350,000 tested, 0.32% active; AID 504720; in the data active means activation above about 50%
Target sequence (P0AE70 whole entry, looked up): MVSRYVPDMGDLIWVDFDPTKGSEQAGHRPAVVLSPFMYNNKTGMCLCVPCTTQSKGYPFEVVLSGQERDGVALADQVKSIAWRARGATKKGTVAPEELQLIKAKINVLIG
Y pestis TopoI – Y. pestis Topo-I inhibition via cleavage products; Y. pestis Topo-I cleavage product accumulation, plate reader; activity, % at 10 µM; 360,000 tested, 0.064% active; in the data active means activity above about 50%, passing the limit was not always enough; further: inactives centre near 2
SARS 3CLpro inh – SARS-CoV 3CLpro protease inhibition. 290,000 tested, 0.14% active. inhibition, % at 6 µM. recombinant SARS-CoV 3CLpro, quenched FRET peptide cleavage. P0C6X7; in the data active means inhibition above about 12%
BH1578 lux ind – induces V. cholerae light production without autoinducers | V. cholerae BH1578 lux reporter, luminescence, 6 h | activation, % at 18.7 µM | 350,000 tested, 0.16% active | AID 588436; in the data active means activation mostly above about 9.7%, no sharp cut-off; further: not every result past the cut was called active; inactives centre near 0; reference of the scale not given here
* marks the source's active call; other numbers are inactive results; i = inactive; nt = no result given; & = joins results of further samples. An excerpt; the hit share may differ from the screen's.

SMILES	PrPC surface inh	TcdB inh	Rv3671c inh	SSB-PriA inh	DUSP3 inh	CCHF vOTU inh	MazEF act	Y pestis TopoI	SARS 3CLpro inh	BH1578 lux ind
CCN1CCN(c2cc(C)c3cc(NC(=S)N4CC(C)CC(C)C4)ccc3n2)CC1 (configuration not stated)	-14	0.4	nt	16	20	-43	14	-2	2	i
CCOC(=O)C1=C(NC(=S)NC(=O)c2ccccc2)c2ccccc2CC1(C)CC (configuration not stated)	5	nt	-2	9	-8	-11	0	23	-2	-0.2
COc1ccc(N2CCN(C(=O)CCCn3c(=O)c4cccn4c4cccnc43)CC2)cc1	-6	0.1	-4	-2	17	6	2	19	-4	-0.2
CCCn1nc(NS(=O)(=O)c2ccccc2[N+](=O)[O-])c2cc3ccccc3nc21	-11	1.0	12	13	11	17	7	4	0	-0.4
COc1ccc(C(=O)N2CCC(C(=O)N3CCN(c4ccc(OC)cc4)CC3)CC2)cc1	6	-0.4	0	8	17	2	-1	14	-3	-0.8
COc1ccc(S(=O)(=O)N2CCOC23CCN(C(=O)c2c(F)cccc2Cl)CC3)cc1	5	6.9	2	-5	-9	8	2	25	-1	i
Nc1ccc(Nc2ccccc2)cc1	-15	0.9	5	86	45	5	9	-4	-4	2.8
CC(=O)N(C1=C(Cl)C(=O)c2ccccc2C1=O)C1CCCCC1	-11	-3.0	-68	-3	5	100*	11	1	0	1.2
COC(=O)[C@@]1(Cc2ccccc2)[C@H]2c3cc(C(=O)N4CCCC4)n(Cc4ccsc4Br)c3C[C@H]2CN1C(=O)c1ccccc1	5	0.1	-6	nt	-7	6	nt	nt	5	nt
C=CCn1c(SC)nccc1=O	5	0.5	nt	-8	nt	6	3	12	nt	i
Cc1nc(NC(=O)/C=C/c2ccccc2)sc1C(=O)N(C)C	-8	nt	-4	-4	14	17	4	10	-1	-0.1
CC(=O)c1cccc(S(=O)(=O)NC2CC2)c1	-2	nt	-1	-8	7	0	-3	-3	1	-0.4
O=C(COc1ccc(Cl)cc1Br)N1CCN(c2ncccn2)CC1	-8	0.8	nt	12	nt	4	-17	-14	nt	-0.9
CC1CCCCN1C(=O)c1cnn2c(C(F)(F)F)cc(-c3ccco3)nc12 (configuration not stated)	-3	nt	0	-5	18	18	11	-5	5	0.0
O=C(O)C(C(O)c1ccc([N+](=O)[O-])cc1)[n+]1ccccc1 (configuration not stated)	-5	-4.0	6	3	nt	7	-1	0	nt	i
CCOc1ccc(/C=C/C(=O)c2c(O)c3ccccc3oc2=O)cc1	1	nt	-5	-8	25	10	-6	13	6	-2.1
CC1CN(C(=O)c2cccn(Cc3c(Cl)cccc3Cl)c2=O)CC(C)O1 (configuration not stated)	-2	3.0	0	0	12	17	-8	1	0	-0.3
CCC(c1nnnn1Cc1ccccc1)N1CCN(c2ccccc2)CC1 (configuration not stated)	5	-0.3	-4	13	44	13	4	-3	-1	i
COc1c(F)cccc1C1=CC(=O)C[C@H](c2ccc(F)cc2)C1	4	0.1	nt	nt	nt	20	-1	48	nt	0.0
CC(=O)COc1cc2c(-c3cc4ccccc4o3)cc(=O)oc2cc1C	-16	0.8	-19	5	-22	-1	-4	-5	-9	i
Cc1cc(C)cc(-n2ncc3c2CCCC3NC(=O)c2ccccc2N2CCOCC2)c1 (configuration not stated)	16	-0.8	-5	-7	5	-4	-1	11	2	-0.4
COCCn1c(SCC(=O)Nc2ccc(S(=O)(=O)N(C)C)cc2)nc2ccccc21	0	nt	5	-7	-16	-1	7	18	5	-5.3
NC(=O)c1csc(-c2ccncc2)n1	-5	nt	5	-5	11	3	-1	3	2	-0.7
CCOc1ccc(N2CC(C(=O)NCCN3C(=O)S/C(=C\c4ccc(OC)c(OC)c4)C3=O)CC2=O)cc1 (configuration not stated)	-6	-1.2	-2	0	-10	4	-23	9	4	-0.2
O=C(/C=C/c1ccc2c(c1)OCO2)NCC1CCCO1 (configuration not stated)	-6	-1.3	-2	-9	20	-11	11	6	0	i

Complete entries as entered above. Order of screens: PrPC surface inh, TcdB inh, Rv3671c inh, SSB-PriA inh, DUSP3 inh, CCHF vOTU inh, MazEF act, Y pestis TopoI, SARS 3CLpro inh, BH1578 lux ind
CC1CCCCN1C(=O)c1cnn2c(C(F)(F)F)cc(-c3ccco3)nc12 (configuration not stated) reads -3, nt, 0, -5, 18, 18, 11, -5, 5, 0.0
CCN1CCN(c2cc(C)c3cc(NC(=S)N4CC(C)CC(C)C4)ccc3n2)CC1 (configuration not stated) reads -14, 0.4, nt, 16, 20, -43, 14, -2, 2, i

New compounds follow
SMILES	PrPC surface inh	TcdB inh	Rv3671c inh	SSB-PriA inh	DUSP3 inh	CCHF vOTU inh	MazEF act	Y pestis TopoI	SARS 3CLpro inh	BH1578 lux ind
CN1C(=O)Cc2cc(S(=O)(=O)NCc3c(F)cccc3Cl)ccc21	-5	1.4	-18	-11	21	9	1	13	-1	-6.2
Nc1c(Cl)nc(-c2ccccc2)nc1Cl	-8	1.8	-11	-21	22	16	5	2	1	nt
Cc1ccccc1OC(C)C(=O)NCCC1=CCCCC1 (configuration not stated)	1	-0.9	1	-9	-2	8	2	17	4	i
Cn1ncc2c(=O)n(/N=C/c3ccccc3)cnc21	-7	-0.6	-3	nt	-6	-8	3	-3	2	-0.2
CC(NC(=O)/C(=C\c1ccco1)NC(=O)c1ccco1)C(=O)O (configuration not stated)	5	-12	0	-12	5	9	-1	0	3	i
COc1cc(CNCCN2CCOCC2)ccc1OCc1ccccc1Cl	-12	nt	-6	-1	31	-9	-2	-2	0	-0.3
O=C(COC(=O)CCCOc1ccc(Cl)cc1Cl)NCc1ccccc1	7	-0.6	-3	-27	37	2	-13	-4	7	-0.3
COc1ccc(CN2CC(C(=O)NCCc3ccc(Cl)cc3)CC2=O)cc1 (configuration not stated)	8	1.0	-3	-3	5	6	1	25	-7	-0.7
Cc1cc(C(=O)COC(=O)c2ccc(O)cc2O)c(C)n1-c1ccccc1	8	-0.5	-20	-8	nt	22	2	11	nt	i
Cc1cc(C)c[n+](CC(=O)c2cc3ccccc3oc2=O)c1	3	nt	11	-3	38	2	5	4	-2	nt
Cn1nc(C(=O)Nc2cccc(C(F)(F)F)c2)ccc1=O	-2	nt	-2	-15&-11	6	-6	5	4	-2	-0.2
CC1(CCc2ccccc2)NC(=O)N(CC(=O)Nc2ccc(OC(F)F)cc2)C1=O (configuration not stated)	-12	0.1	-3	-8	nt	8	7	-20	nt	i
CC(=O)c1cc(F)c(N2CCN(CCC#N)CC2)cc1C	4	1.0	2	0	35	4	2	-1	0	nt
CCC(=NCC1CCCO1)c1c(O)[nH]c(=O)[nH]c1=O (configuration not stated)	1	nt	2	-8	8	3	-1	-1	3	5.3
O=C(CN1CCCCC1)c1ccccc1F	-3	0.5	4	-10	8	-6	3	1	0	-0.5
CC1(C)CC(=O)C(C=Nc2cccnc2)=C(O)C1	0	nt	3	-1	-9	-3	4	4	-4	-3.9
CCOC(=O)Cc1csc(N/N=C/c2ccc(C(F)(F)F)cc2)n1	4	2.9	1	nt	13	-2	-1	3	-1	-1.7
COc1ccccc1/C=N/OCC(=O)NCc1ccc2c(c1)OCO2	6	nt	0	nt	18	5	-3	-4	3	-0.2
CCOC(=O)C1CCCN(C(=O)C(C)(C)Oc2ccc(Cl)cc2)C1 (configuration not stated)	7	0.5	2	-7	16	10	8	27	0	2.3
CCc1cc(=O)n2[nH]c(C)c(-c3ccccc3OC)c2n1	0	0.0	-2	-6	7	2	13	2	3	-0.4
CCOC(=O)C1(CCCc2ccccc2)CCN(C(=O)CCn2cnnn2)CC1	0	0.6	-7	-3	25	-4	0	20	3	-0.2
CC1Nc2ccccc2C(=O)N1NC(=O)c1ccc(Br)cc1 (configuration not stated)	-4	0.4	-6	-7	-17	-6	2	4	8	-0.5
Cc1ccc(N2C(=O)c3cccc4c(N5CCN(C)CC5)ccc(c34)C2=O)c2cccnc12	nt	nt	-2	-14	12	nt	-81	nt	-1	nt
O=C1NC(=O)C2C1C(c1ccccc1)N1C3C(=O)NC(=O)C3C(c3ccccc3)N21 (configuration not stated)	-3	0.4	-5	-11	-20	6	-2	-9	-5	i
CC(=O)CSc1ncnc2sc3c(c12)CCC(C)C3 (configuration not stated)	2	0.8	-1	-25	18	-3	-13	-8	-3	-0.3

Gathered by group: those above with an aryl thioether with sulfur outside any ring.
SMILES	PrPC surface inh	TcdB inh	Rv3671c inh	SSB-PriA inh	DUSP3 inh	CCHF vOTU inh	MazEF act	Y pestis TopoI	SARS 3CLpro inh	BH1578 lux ind
C=CCn1c(SC)nccc1=O	5	0.5	nt	-8	nt	6	3	12	nt	i
COCCn1c(SCC(=O)Nc2ccc(S(=O)(=O)N(C)C)cc2)nc2ccccc21	0	nt	5	-7	-16	-1	7	18	5	-5.3
CC(=O)CSc1ncnc2sc3c(c12)CCC(C)C3 (configuration not stated)	2	0.8	-1	-25	18	-3	-13	-8	-3	-0.3

(listing goes on)
SMILES	PrPC surface inh	TcdB inh	Rv3671c inh	SSB-PriA inh	DUSP3 inh	CCHF vOTU inh	MazEF act	Y pestis TopoI	SARS 3CLpro inh	BH1578 lux ind
CCCOC(=O)NC(CC)COC(=O)Nc1cccc(C)c1C (configuration not stated)	6	nt	-4	-10	-4	2	2	-7	2	-5.3
CC(C)c1nnc(NC(=O)c2ccc(S(=O)(=O)N3CCOCC3)cc2)s1	-1	2.3	6	-2	-13	-6	11	-1	-1	0.3
CCOC(=O)N1CCN(c2nc(-c3cccs3)nc3ccccc23)CC1	1	0.5	12	-17	42	-3	11	28	0	i
Cc1nnc(C)n1/N=C/c1ccccc1	2	1.4	-5	nt	32	-8	5	2	0	-0.4
N#C/C(=N\Nc1ccc(Cl)cc1)C(N)=S	12	-0.4	2	nt	12	4	2	11	2	i
Cc1ccccc1NC(=O)CN1C(=O)c2ccccc2C1=O	-5	0.9	-2	-3	22	-10	2	-2	3	i
Cc1ccc(/C=N/NC(=O)CN2CCN(Cc3ccccc3)CC2)s1	0	2.6	5	i	25	-6	9	-6	-1	i
COc1cccc2cc(-c3cc(=O)oc4cc(C)c(OCC(C)=O)cc34)oc12	-2	-9.2	-9	5	7	4	-7	6	3	-0.2
CC(O)(Cc1cccnc1)c1cccs1 (configuration not stated)	-3	1.4	nt	-1	nt	-17	8	4	nt	nt
O=C(NCCC1=CCCCC1)C1CCN(S(=O)(=O)c2cccc(C(F)(F)F)c2)CC1	8	0.4	-1	-13	nt	20	4	13	nt	-3.4
O=C(CC(=O)N/N=C\c1c(Cl)cccc1Cl)NCc1ccccc1	-5	nt	9	nt	32	8	-4	4	5	5.6*
O=C(Nc1cccc(Cl)c1)c1ccc(=O)[nH]n1	4	1.2	-13	-12	38	18	8	-4	-3	i
COc1cc(OCc2ccccc2)c2c(CCC(=O)O)cc(=O)oc2c1	11	-0.3	nt	-3	nt	-288	0	10	nt	-1.1
CC(NC(=O)NNC(=O)c1ccncc1)(C(F)(F)F)C(F)(F)F	8	-1.9	-2	2	-3	2	5	-4	2	i
Cc1ccc(CNC(=O)C(=O)NCC2OCCN2C(=O)c2ccc(Cl)cc2)cc1 (configuration not stated)	4	0.4	-2	-1	8	3	-9	15	-1	0.6
Cc1cc2oc(C(=O)Nc3ccc(S(=O)(=O)Nc4ncccn4)cc3)cc(=O)c2cc1Cl	3	-1.8	-5	-2	24	-9	6	9	-2	-0.3
O=C(c1ccccc1)c1sc(N2CCCCCC2)nc1-c1ccccc1	2	nt	3	-43	6	5	-1	-7	-4	5.3
CC(=O)c1cccc(NC(=O)C=C(C)C)c1	-5	1.2	-5	-4	-8	-1	2	5	3	-6.2
O=C(CSc1nc2ccccc2c(=O)n1-c1ccccc1Cl)NCC1CCCO1 (configuration not stated)	4	1.4	4	-7	nt	5	-5	0	nt	-0.3
O=c1[nH][nH]c(-c2ccccc2O)c1C(C[N+](=O)[O-])c1ccc(Cl)cc1Cl (configuration not stated)	6	1.4	0	7	1	-9	3	3	5	2.4
COCCCNC(=O)C1CCC(CNS(=O)(=O)c2ccc(Cl)cc2)CC1 (configuration not stated)	1	0.3	9	4	2	10	15	-6	2	-0.2
CN(NC(=O)Nc1ccc(Cl)cc1)c1ncc(C(F)(F)F)cc1Cl	-5	nt	-1	-5	nt	3	-8	-4	-5	-0.4
COc1ccc(OC)c(NC(=O)CSc2nnc(C3CCCCC3)n2-c2ccccc2)c1	-2	nt	0	-2	13	13	-6	21	-3	i
